Assay outcomes (PubChem)
CaV13 FRET inh: Disruptors of the CACNA1D IQ motif to Ca2+-dependent inactivation inhibitor domain association, primary screening, Förster resonance energy transfer in intact living …. HEK cells, CFP/YFP FRET ICDI-IQ, plate reader, 10 min; percent FRET-ratio fall versus neutral wells. inhibition, % at 12.3 µM. actives 0.098% (n = 340,000);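 active = mean replicate inhibition of at least 30% and at least 1% of replicates passing that level; inconclusive = only one of the two criteria is met; inactive = neither criterion is met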;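 note: 0% = median of the neutral control wells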
Vif imaging: blocks HIV Vif function. HEK293T cells, Vif self-association by quenched fluorescence, imaging, 24 h. inhibition, % at 7.49 µM. actives 0.35% (n = 340,000). AID 602346; in the data active = inhibition above about 50%, passing the limit was not always enough; inconclusive = no clear call, values can overlap the other calls; inactive = below about 31%; note: some results filed as inactive read as strong as hits
H9c2 protect: protects H9c2 cardiomyocytes from peroxide injury; protection from H2O2 cell death, % at 20 µM; AID 588492; actives 0.63% (n = 360,000); H2O2 injury protection, ATPLite, 2 h;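 active = compounds giving at least 50% protection of heart cells from peroxide-induced death in the single-dose screen, raw or plate-pattern-corrected value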;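 note: 0% = DMSO wells with peroxide and 100% = DMSO wells without peroxide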
hiPSC survival: hiPSC single-cell survival enhancement; ATPlite luminescence; 100% = ROCK inhibitor wells, 0% = DMSO; survival enhancement, % at 20 µM; actives 0.044% (n = 360,000); in the data active = survival enhancement above about 18%;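 note: cells exposed to compounds for 16 hours before the ATP read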
ABCB6 inh 2: blocks the human ABCB6 transporter; Q9NP58; K562-ABCB6 porphyrin accumulation, flow cytometry, 1 h; hits give low values; fluorescence ratio to DMSO, % at 10 µM; actives 0.19% (n = 360,000);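 active = fluorescence ratio to DMSO below 75%, the collection mean minus 3 SD; inconclusive = too few cells collected in the well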;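 note: signal is porphyrin accumulated inside mitochondria; 100% equals median channel fluorescence of DMSO control wells; lower ratio means ABCB6 inhibition with less porphyrin fluorescence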
aDG glyco up: alpha-DG glycosylation activation | Pro5-aDG cells, alpha-DG glycosylation AlphaScreen (IIH6); 0% Pro5, 100% B10-LARGE cell signal | activation, % at 10 µM | actives 0.22% (n = 360,000) | AID 624168;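 active = activation of at least 8% versus controls, or a plate z-score of at least 8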;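 note: Pro5 are CHO cells carrying HIG-tagged alpha-DG that lacks glycosylation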
N-glyco inh: N-linked glycosylation inhibition; D54 ERlucT glycosylation luciferase reporter, 24 h; percent of 100 nM tunicamycin response; reporter increase, % at 12.5 µM; actives 0.23% (n = 360,000); AID 588692;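 active = mean luciferase reporter signal, scaled so untreated is 0 and the glycosylation-blocking control 100, at or above a set limit in every replicate; inconclusive = mean reaches the limit but not every replicate does; inactive = mean below the limit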;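 note: luciferase carries N-glycosylation sites so blocking glycosylation raises the light; 0% = median of neutral control wells and 100% = median of 100 nM tunicamycin wells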
Exocytosis inh: lytic granule exocytosis inhibition. TALL-104 LAMP-1 surface exposure, flow cytometry; cells stimulated with thapsigargin and PMA. inhibition, % at 10 µM. actives 0.66% (n = 360,000). AID 651702;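 active = inhibition above about 55%, limit read from the data; inconclusive = no clear call, values can overlap the other calls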
PDI turbidity: blocks human protein disulfide isomerase activity; P07237; PDI insulin aggregation turbidity, A650, 90 min; inhibition, % at 10 µM; actives 0.052% (n = 350,000); AID 588391;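 active = mean inhibition across replicates of 30% or more, whatever share of single replicates reach that level; inconclusive = mean inhibition below 30% while every single replicate reaches 30%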;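 note: absorbance from insulin aggregation driven by PDI reduction with DTT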
Target sequence (P07237 whole entry, looked up): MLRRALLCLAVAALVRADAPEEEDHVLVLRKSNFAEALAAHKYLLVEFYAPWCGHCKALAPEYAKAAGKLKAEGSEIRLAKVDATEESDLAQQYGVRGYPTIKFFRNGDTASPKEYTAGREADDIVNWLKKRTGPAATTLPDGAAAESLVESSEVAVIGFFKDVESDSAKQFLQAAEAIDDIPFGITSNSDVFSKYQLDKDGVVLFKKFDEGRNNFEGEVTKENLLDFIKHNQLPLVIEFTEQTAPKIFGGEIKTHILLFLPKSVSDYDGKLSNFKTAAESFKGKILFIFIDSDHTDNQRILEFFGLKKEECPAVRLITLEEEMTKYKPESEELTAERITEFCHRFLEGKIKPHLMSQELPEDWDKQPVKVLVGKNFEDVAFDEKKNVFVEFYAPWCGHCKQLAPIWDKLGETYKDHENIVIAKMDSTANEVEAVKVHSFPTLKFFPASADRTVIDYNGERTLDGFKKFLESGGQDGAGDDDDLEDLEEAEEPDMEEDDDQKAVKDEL
m5-HT2A agonist: mouse HTR2A agonism via beta-arrestin recruitment; actives 0.66% (n = 360,000); activation, % at 7.6 µM; CHO-K1 mHTR2A beta-arrestin complementation, luminescence; percent of 30 µM serotonin response;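 active = activation above a run cutoff, the mean activation of all tested compounds plus 3 SD, cut at about 14% in these data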;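 note: 0% = plate median of compound wells and 100% = 30 µM serotonin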
Target sequence (P35363 whole entry, looked up): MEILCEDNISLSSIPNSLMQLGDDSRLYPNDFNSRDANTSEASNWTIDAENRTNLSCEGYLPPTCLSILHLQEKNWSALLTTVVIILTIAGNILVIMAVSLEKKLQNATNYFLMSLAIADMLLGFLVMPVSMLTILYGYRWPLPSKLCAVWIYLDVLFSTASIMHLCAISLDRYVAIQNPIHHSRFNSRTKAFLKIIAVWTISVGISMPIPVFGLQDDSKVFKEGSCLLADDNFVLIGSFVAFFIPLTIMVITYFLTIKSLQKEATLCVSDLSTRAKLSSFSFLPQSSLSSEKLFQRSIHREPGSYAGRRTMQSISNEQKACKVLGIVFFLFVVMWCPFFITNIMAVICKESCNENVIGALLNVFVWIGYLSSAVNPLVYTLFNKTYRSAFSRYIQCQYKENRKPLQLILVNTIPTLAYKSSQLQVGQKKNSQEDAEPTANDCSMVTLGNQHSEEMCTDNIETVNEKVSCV
Numbers without * were called inactive; ? = inconclusive; . = not tested or not shown. Rows are unselected; 3.1% or so of the library scored in one or more.

Letters – A = CaV13 FRET inh; B = Vif imaging; C = H9c2 protect; D = hiPSC survival; E = ABCB6 inh 2; F = aDG glyco up; G = N-glyco inh; H = Exocytosis inh; I = PDI turbidity; J = m5-HT2A agonist
CCOC(=O)c1[nH]c(C)c(C(=O)OCC(=O)N(CC)C2CCS(=O)(=O)C2)c1C (centres undefined)
  A: .	B: 3	C: 11	D: 2.1	E: 100	F: 0.1	G: -1	H: -2	I: 8	J: -1

Cc1ccc(-c2csc3nc(CN(C)Cc4ccccc4)[nH]c(=O)c23)cc1
  A: -8	B: -3	C: 3	D: -1.8	E: 104	F: 0.0	G: 0	H: 0	I: 1	J: -12

Cc1ccc(C2/C(=C(\O)c3c(C)nc4c(C)cccn34)C(=O)C(=O)N2CCN(C)C)o1 (centres undefined)
  A: -4	B: 0	C: -1	D: 0.6	E: 94	F: 0.0	G: 2	H: -3	I: -1	J: 1

O=C1NN=C(c2ccccc2)CC1c1c[nH]c2ccccc12 (centres undefined)
  A: 3	B: -9	C: -1	D: 3.4	E: 98	F: -0.5	G: 1	H: 12	I: 6	J: 0

CCCNC(=O)C1CC(c2ccccc2C(F)(F)F)=NO1 (centres undefined)
  A: -4	B: 0	C: 0	D: -1.5	E: 96	F: -0.2	G: 0	H: 1	I: -2	J: -4

Cc1cc(C(=O)COC(=O)c2ccc(O)cc2)c(C)n1CC1COc2ccccc2O1 (centres undefined)
  A: -4	B: 2	C: -1	D: 0.9	E: 100	F: 0.6	G: -4	H: 2	I: 19	J: 3

COc1cc(C(=O)N/N=C\c2ccccc2)c([N+](=O)[O-])c(OC)c1OC
  A: -4	B: -7	C: 1	D: 5.1	E: 102	F: 0.4	G: 2	H: -1	I: 1	J: -4

CC(=O)c1ccc(S(=O)(=O)NC2CCCCCCC2)cc1
  A: -5	B: -8	C: -6	D: 1.1	E: 109	F: 0.1	G: 1	H: -2	I: 3	J: -1

CS(=O)(=O)N(CC(=O)NC1CC1)c1cccc(F)c1
  A: -1	B: -4	C: -2	D: 6.9	E: 102	F: 0.1	G: 0	H: 0	I: 8	J: 2

COC(=O)C1CCN(C(=O)COC(=O)c2cc(-c3cccs3)nn2-c2ccccc2)CC1
  A: -5	B: -5	C: 3	D: 0.5	E: 98	F: 0.1	G: 1	H: 2	I: -3	J: -2

Cc1cc(C(=O)CS(=O)(=O)c2ccc(Cl)cc2)cc(C)c1O
  A: -4	B: 10	C: 2	D: -0.4	E: 100	F: -0.3	G: 1	H: -2	I: -7	J: -4

COc1cccc(C(=O)Nc2cccc(-c3nnc(-c4ccccc4)o3)c2)c1
  A: -2	B: 0	C: 43	D: -0.7	E: 95	F: -0.3	G: -1	H: 5	I: -1	J: -2

CC(=O)Cn1c(CN2CCCC2)nc2ccccc2c1=O
  A: -6	B: -8	C: -2	D: -0.2	E: 100	F: -0.1	G: 2	H: 1	I: -3	J: -2

CCOC(=O)/C(C#N)=c1/s/c(=C2\C=Cc3ccccc3N2CC)c(=O)n1CC
  A: -4	B: 46	C: 6	D: 0.3	E: 102	F: -0.3	G: 0	H: -2	I: 0	J: -6

C=CCOc1ccc(/C=C/C(=O)OCC(=O)NCC(=O)Nc2c(C)cc(C)cc2C)cc1
  A: -13	B: 6	C: -5	D: -0.6	E: 101	F: -0.1	G: 3	H: 10	I: -1	J: 2

CC(C)CN1C(=O)CN(S(C)(=O)=O)CC1(C)C(=O)Nc1ccc2c(c1)OCCO2 (centres undefined)
  A: -8	B: .	C: .	D: .	E: .	F: 0.1	G: .	H: -4	I: .	J: 0

COc1cccc(CNc2nc3cc(-c4ccc(F)cc4)sc3c(=O)n2C)c1
  A: -7	B: -4	C: -5	D: 4.3	E: 98	F: -0.1	G: -4	H: 0	I: -12	J: -2

COc1ccc(C(=O)NCc2ccc(C(=O)NCC(OC)OC)cc2)cc1OC
  A: -6	B: 8	C: -4	D: -0.6	E: 93	F: -0.2	G: 0	H: 3	I: 6	J: 4

NC(=S)NC(=O)c1ccccc1
  A: -5	B: .	C: 5	D: 0.2	E: 95	F: -0.2	G: 2	H: -7	I: 10	J: 1

N#Cc1cc([N+](=O)[O-])ccc1NC(=O)COC(=O)CN1C(=O)C2CCCCC2C1=O (centres undefined)
  A: -5	B: -11	C: -3	D: -1.3	E: 99	F: -0.3	G: -1	H: 11	I: -7	J: 5

CC1=C(C(=O)N(C(C)C)C(C)C)CC(CC(=O)NCCCCc2ccccc2)C(=O)N1CCCN1CCCC1=O (centres undefined)
  A: -3	B: .	C: 7	D: 0.6	E: 97	F: -0.5	G: 1	H: 2	I: .	J: 6

C(=N/Nc1nc(-c2ccccc2)cc(-c2ccccc2)n1)/c1cccnc1
  A: -3	B: -14	C: 24	D: -2.7	E: 98	F: -0.6	G: 21	H: 5	I: 1	J: -3

CCCOc1ccc(N2C(=O)CC(N(C(=O)c3ccco3)c3ccc(OCCC)cc3)C2=O)cc1 (centres undefined)
  A: -7	B: -4	C: 7	D: -2.9	E: 90	F: 0.0	G: -2	H: 0	I: 1	J: 3

O=C(Nc1ccc(O)cc1)/C(=C\c1cccs1)NC(=O)c1ccccc1
  A: -5	B: 6	C: -2	D: 3.1	E: 97	F: 0.1	G: -1	H: 1	I: 13	J: 0

Cc1csc(NC(=O)C2CCCN2C(=O)Oc2ccccc2)n1 (centres undefined)
  A: -6	B: -2	C: 9	D: 1.4	E: 101	F: -0.2	G: -2	H: -2	I: 2	J: 0

O=C1CN(N=Cc2ccco2)C(=O)N1
  A: -8	B: -1	C: 8	D: 4.2	E: 102	F: -0.5	G: 1	H: 0	I: -4	J: -4

O=C(CN1CCN(c2ccc(Cl)cc2)CC1)Nc1cccc(F)c1
  A: -6	B: 0	C: -14	D: 8.0	E: 97	F: -0.1	G: 2	H: 0	I: 4	J: -5

Cc1ccc(NS(=O)(=O)c2cccc(C(=O)NCC(c3cccs3)N3CCOCC3)c2)cc1 (centres undefined)
  A: -2	B: -6	C: 8	D: -0.6	E: 100	F: 0.3	G: -2	H: 0	I: 4	J: -5

CCCC12CN(C(=O)c3ccc(OC)cc3)CC(C)(CN(C(=O)c3ccc(OC)cc3)C1)C2=O
  A: .	B: -15	C: 11	D: 3.3	E: 95	F: -0.4	G: -2	H: -4	I: 8	J: 8

Cc1cc(NC(=O)COC(=O)C2COc3ccccc3O2)no1 (centres undefined)
  A: -5	B: 9	C: 2	D: -0.9	E: 96	F: 0.1	G: 1	H: 1	I: 4	J: 4

O=C(N/N=C/c1cccnc1)c1cccc(F)c1
  A: -5	B: 11	C: 5	D: -0.5	E: 103	F: 0.6	G: -1	H: -5	I: 18	J: -2

CC(=O)Nc1cccc(C(=O)N(CCc2ccccc2)Cc2ccccc2)c1
  A: -3	B: -4	C: 4	D: -0.4	E: 95	F: -0.1	G: -1	H: -3	I: 2	J: -4

CC(C)Cc1nnc(NC(=O)c2cc(-c3ccncc3)nc3ccccc23)s1
  A: -7	B: 3	C: 6	D: 0.7	E: 97	F: -0.1	G: 0	H: -5	I: -4	J: 15*

CC1=C(C)C(=O)C(N2CCOCC2)=CC1=O
  A: -19	B: 1	C: -15	D: -1.7	E: 125	F: 5.3*	G: 14	H: 10	I: 1	J: 4

N#CCC(=O)Nc1ccc(C(=O)OCC(=O)Nc2ccccc2Sc2ccccc2)cc1
  A: -3	B: -7	C: -12	D: -0.7	E: 103	F: -0.3	G: -4	H: -3	I: 1	J: -1

COc1ccc(NC(=O)c2cc(C3CCCCN3C(=O)OCc3ccccc3)on2)c(C)c1 (centres undefined)
  A: -5	B: -1	C: 3	D: 2.3	E: 92	F: 0.2	G: -5	H: 3	I: 5	J: 1

CC1(C(=O)NS(=O)(=O)Cc2ccccc2C(F)(F)F)CCN1C(=O)c1ccccc1 (centres undefined)
  A: -11	B: -7	C: 7	D: -0.9	E: 101	F: 0.9	G: -1	H: -2	I: 1	J: 2

COc1ccc(NC(=O)C(=O)Nc2cccc3ccccc23)c(OC)c1
  A: -6	B: -4	C: 50	D: -0.3	E: 99	F: 0.2	G: 3	H: -6	I: 2	J: -3

CCCC1S/C(=N/N=C/c2ccc(OC)cc2)N(Cc2ccccc2)C1=O (centres undefined)
  A: .	B: -1	C: -6	D: -1.0	E: 93	F: -0.7	G: -5	H: -2	I: -5	J: 8

Cc1ccc2nc(N3CCN(c4ccccc4F)CC3)c(C=O)c(=O)n2c1
  A: -5	B: 16	C: 0	D: -2.0	E: ?	F: 0.1	G: 2	H: -3	I: -1	J: 6

COc1ccc(NC(=O)c2sccc2SCc2cccc(C(F)(F)F)c2)cc1
  A: -8	B: 11	C: -10	D: 3.8	E: 93	F: 0.3	G: -3	H: 13	I: -6	J: -2

O=C(CSc1ncn[nH]1)N/N=C/c1ccc(Br)cc1
  A: -3	B: 5	C: -2	D: 1.1	E: 95	F: 0.1	G: 0	H: 0	I: 5	J: -2

Cc1cc(C)cc(NC(=O)CSc2nc3ccncc3[nH]2)c1
  A: -3	B: 1	C: -8	D: -0.5	E: 99	F: -0.1	G: 1	H: 2	I: .	J: -7

O=[N+]([O-])c1cc(Cl)ccc1N1CCOCC1
  A: -14	B: -2	C: 5	D: 0.4	E: 89	F: 0.1	G: 1	H: -2	I: -8	J: 3

C[C@H](NC(=O)Cc1cccc2ccccc12)C(=O)N1CCCN(C)CC1
  A: .	B: -1	C: 1	D: 0.5	E: 96	F: -0.2	G: 2	H: 3	I: 8	J: 3

CN1CCN(S(=O)(=O)c2cccc(C(=O)NC3CCCc4ccccc43)c2)CC1 (centres undefined)
  A: .	B: ?	C: 0	D: -0.5	E: 92	F: 0.3	G: -2	H: 0	I: -8	J: 2

O=C(NC1CCN(Cc2ccccc2)CC1)c1ccc(N2CC3CC(C2)c2cccc(=O)n2C3)c([N+](=O)[O-])c1 (centres undefined)
  A: -3	B: 0	C: -1	D: -0.4	E: 105	F: 0.1	G: -2	H: 0	I: 2	J: -4

COc1ccccc1NCCC#N
  A: -4	B: ?	C: 19	D: -2.1	E: 96	F: 0.0	G: 2	H: 3	I: -1	J: -3

Cc1cccc(NS(=O)(=O)c2ccc(C(=O)N3CCCC3)cc2)c1C
  A: -5	B: -16	C: -2	D: -0.4	E: 95	F: 0.4	G: -2	H: 0	I: -3	J: -1

COCCNCCCOc1ccc(Cl)cc1Br
  A: -3	B: 2	C: 8	D: 1.7	E: 100	F: 1.8	G: -1	H: 0	I: -16	J: -5

COc1ccc(S(=O)(=O)N2CCC(C(=O)Nc3ccccc3C)CC2)c2cccnc12
  A: -3	B: 1	C: -1	D: 0.7	E: 105	F: 0.1	G: -1	H: 0	I: 4	J: -5

c1ccc(CCn2nnc3ccccc32)cc1
  A: -2	B: -5	C: -5	D: -0.4	E: 100	F: -0.1	G: -1	H: -1	I: -4	J: 2

Reprinted at random: two records from the list
Letters – A = CaV13 FRET inh; B = Vif imaging; C = H9c2 protect; D = hiPSC survival; E = ABCB6 inh 2; F = aDG glyco up; G = N-glyco inh; H = Exocytosis inh; I = PDI turbidity; J = m5-HT2A agonist
O=C(CN1CCN(c2ccc(Cl)cc2)CC1)Nc1cccc(F)c1
  A: -6	B: 0	C: -14	D: 8.0	E: 97	F: -0.1	G: 2	H: 0	I: 4	J: -5

N#CCC(=O)Nc1ccc(C(=O)OCC(=O)Nc2ccccc2Sc2ccccc2)cc1
  A: -3	B: -7	C: -12	D: -0.7	E: 103	F: -0.3	G: -4	H: -3	I: 1	J: -1
